Source: PubChem BioAssay
TRPV1 ag: human TRPV1 agonism. TRPV1-expressing cells, Fluo-8 calcium influx, agonist mode. hit rate 0.19% among 320,000. activation, % at 8.33 µM; in the data active means activation above about 80%; inconclusive means between about 30% and that limit; further: 0% is about no effect
Target sequence (Q8NER1 whole entry, looked up): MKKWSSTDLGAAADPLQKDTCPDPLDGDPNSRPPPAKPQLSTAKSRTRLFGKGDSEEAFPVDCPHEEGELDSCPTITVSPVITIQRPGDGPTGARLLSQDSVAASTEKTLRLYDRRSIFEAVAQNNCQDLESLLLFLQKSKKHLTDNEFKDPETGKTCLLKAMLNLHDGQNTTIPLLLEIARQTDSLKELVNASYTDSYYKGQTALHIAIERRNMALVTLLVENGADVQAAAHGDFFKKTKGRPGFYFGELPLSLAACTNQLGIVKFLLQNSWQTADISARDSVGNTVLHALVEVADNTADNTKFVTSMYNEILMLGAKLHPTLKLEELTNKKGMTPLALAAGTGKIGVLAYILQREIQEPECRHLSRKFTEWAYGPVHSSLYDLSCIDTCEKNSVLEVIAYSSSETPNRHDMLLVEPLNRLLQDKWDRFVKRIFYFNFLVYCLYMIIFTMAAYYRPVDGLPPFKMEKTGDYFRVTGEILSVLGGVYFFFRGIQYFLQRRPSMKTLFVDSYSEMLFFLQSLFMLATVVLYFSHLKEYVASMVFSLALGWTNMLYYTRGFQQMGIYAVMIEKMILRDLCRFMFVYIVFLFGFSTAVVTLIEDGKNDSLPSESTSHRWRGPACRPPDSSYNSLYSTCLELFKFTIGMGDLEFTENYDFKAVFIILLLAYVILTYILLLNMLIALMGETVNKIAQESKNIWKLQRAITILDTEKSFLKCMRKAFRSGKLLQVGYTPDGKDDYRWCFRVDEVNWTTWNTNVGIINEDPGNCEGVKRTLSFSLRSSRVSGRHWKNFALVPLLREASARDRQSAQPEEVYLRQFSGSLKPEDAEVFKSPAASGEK
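TRPV1-expressing cells were cultured overnight at 35.5C and loaded with Fluo-8 calcium dye for 40 to 90 min at room temperature. After a 10 s baseline, compound was added and calcium influx was read kinetically for 3 min (ex 480/em 520 nm).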
GALK inh: galactokinase (human) inhibition; Potency, µM (top dose mostly 57.5 µM), without a hit: at the highest dose activity change, negative = inhibition, usual class: inhibitors; Purified GALK, Kinase-Glo residual ATP luminescence; AID 1868; P51570; hit rate 0.007% among 270,000; further: potency means the concentration at half of the fitted maximal effect; on the % scale 0 is the no-effect control and ±100 the full control effect
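ATP-depletion format; final 35 uM ATP, 100 uM D-galactose, 5 nM enzyme; pH 8.0 HEPES/Mg2+ buffer; 60 min RT; luminescence read 10 min after detection reagent.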
Coupling enz: inhibits coupling enzyme system, counter-screen for aldolase hits; coupling enzyme system counterscreen, AmpLite Red fluorescence; activity change, negative = inhibition, % at 58.2 µM, hits read low; hit rate 0.67% among 290,000; in the data active means activity change below about -30%; further: on the % scale 0 is the no-effect control and ±100 the full control effect
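Counterscreen lacking aldolase: glyceraldehyde-3-phosphate coupling-enzyme reagent preincubated 10 min at RT with compound (at 57.5 uM final), then substrate/coupling system with AmpLite Red added; fluorescence read at 525/598 nm after 20 min RT.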
A-T KAP1 phos: potential ataxia-telangiectasia treatments restoring KAP-1 phosphorylation; […] A-T fibroblasts, KAP-1 phosphorylation AlphaLISA; neocarzinostatin DNA damage 30 min before lysis; Potency, µM (top dose mostly 57.5 µM), for the others: at the top dose activation, hits mostly activators; hit rate 0.19% among 320,000; further: potency means the concentration at half of the fitted maximal effect; % of control where 0% means no effect; nearly all actives have a fitted effect of over 45% in size
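ATM-like activity read as KAP-1 phosphorylation via AlphaLISA donor/acceptor antibody pairs after lysis and 6 hr at 25C. Cells were ATM-null patient fibroblasts ([…], hTERT), dosed 60 min, then exposed to the DSB inducer NCS for 30 min.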
hERG WT inh: KCNH2 (human, wildtype) channel inhibition | Q12809 | U2OS, BacMam KCNH2, thallium flux FluxOr; hits give low values | activity change, % at 1.84 µM | hit rate 0.37% among 340,000;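 active means maximum activity change below -70%; inconclusive means maximum activity change between -70% and -50%; inactive means maximum activity change above -50%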; further: on the % scale 0 is the no-effect control and ±100 the full control effect
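U2OS cells transduced with wild-type KCNH2 virus are loaded with FluxOr dye for 45 min, and thallium flux is measured in kinetic reads before and after stimulation buffer. Rate constants are normalized to DMSO controls.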
S-ASM inh: blocks human secretory acid sphingomyelinase. Potency, µM (highest dose often 57.5 µM), for inactives: at the top dose activity change, negative = inhibition, hits mostly inhibitors. AID 504937. placental ASM, HMU-PC fluorogenic substrate, 60 min. P17405. hit rate 0.006% among 340,000; further: potency means the concentration at half of the fitted maximal effect
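Human placenta-derived ASM preincubated with compound 10 min at room temperature, then reacted with 9 uM (final) fluorogenic HMU-PC substrate for 60 min at 37 C. Stop solution raises pH to 10; fluorescence read at Ex 386/Em 447 nm.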
KCNH2 3.1 block: KCNH2 3.1 (human) potassium channel inhibition; U2OS KCNH2 3.1, thallium flux FluxOr; hits give low values; activity change, % (tested at about 1.8 µM); hit rate 0.95% among 340,000; AID 720553;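 active means maximum activity change below -70%; inconclusive means maximum activity change from -70% to -50%; inactive means maximum activity change above -50%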;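 further: thallium influx rate constant from kinetic fluorescence after stimulation buffer; on the % scale 0 is the no-effect control and ±100 the full control effect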
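Channel expression came from 3.1 mutant virus (1.77 x 10^8 /mL) applied to suspended U2OS cells for 4 h. Flux was tracked with FluxOr dye plus Red40 quencher, and kinetic rate constants normalized to controls.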
Integrin act MD: activates integrin-mediated alleviation for muscular dystrophy | alpha7betagal myoblasts, beta-gal FDG fluorescence, 48 h | Potency, µM (titrated, usually from 38.3 µM), without a hit: at the top dose activation, most hits filed as activators | hit rate 0.064% among 350,000;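 further: potency means the concentration at half of the fitted maximal effect; 100% = response of the positive control SU9516; nearly all actives have a fitted effect of over 60% in size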
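Alpha7betagal+/- myoblasts (passage 13) were plated 16-24 hr, then exposed to compounds (1:260 dilution of DMSO stock) for 48 hours at 37C. After MPER lysis, β-galactosidase reporter activity was read as FDG fluorescence (ex 480/em 540) after 30 minutes.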
CXXC DNA block: MLL CXXC-DNA interaction inhibition; hit rate 0.037% among 290,000; AID 2662; MLL-CXXC / FITC-HOXA9 DNA fluorescence polarization; Potency, µM (highest dose often 115 µM), for the others: at the top dose activity change, negative = inhibition, usual class: inhibitors; active means well fitted inhibition curve with a large enough effect in the polarisation, with a control signal flat, not every such curve was filed as active; inconclusive means small, poorly fitted or top-dose-only effect, or effect the other way, or a change in a side signal; inactive means no such curve, though single readings can be large or run the other way; the % refers to the polarisation; further: potency means the concentration at half of the fitted maximal effect
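Fluorescence polarization: 7 uM MLL-CXXC (stock) preincubated 5 min with compounds, then 50 nM fluorescein-HOX-A9 DNA (stock) added; 30 min ambient. Buffer 50 mM Tris-HCl pH 7.5, 50 mM NaCl, 1 mM DTT, 0.05% BSA.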
MBNL1 CUG block: inhibitors of human MBNL1 binding to CUG repeat RNA; TR-FRET MBNL1-His/biotin-(CUG)12 binding, 665/545 ratio; Potency, µM (highest dose often 57.5 µM), for inactives: at the highest dose activity change, negative = inhibition, hits mostly inhibitors; hit rate 0.036% among 280,000; AID 2675; active means well fitted inhibition curve with a large enough effect in the signal ratio, with a control signal flat, not every such curve was filed as active; inconclusive means small, poorly fitted or top-dose-only effect, or effect the other way, or a change in a side signal; inactive means no such curve, though single readings can be large or run the other way; the % refers to the signal ratio; further: potency means the concentration at half of the fitted maximal effect; on the % scale 0 is the no-effect control and ±100 the full control effect
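TR-FRET between His-tagged MBNL1 and biotin-(CUG)12 RNA, detected with Tb anti-His antibody (0.055 ng/ul) and streptavidin-XL665 (5 nM), 60 min at room temperature. Compounds titrated 92 nM to 58 uM; 665/545 nm ratio normalized to buffer and complex controls.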
The depositor's hits bear a star; i = inactive; ? = inconclusive; · = no result given; [ ] = remark or other dose. Unless noted, the call rests on the fitted dose curve; in most records, active means well fitted curve in the direction sought with a large enough effect; inconclusive means small, poorly fitted or top-dose-only effect, or another doubt; inactive means no such curve, though single readings can be large; an effect the other way counts as inactive or inconclusive.

Preview:
SMILES	TRPV1 ag	GALK inh	Coupling enz	A-T KAP1 phos	hERG WT inh	S-ASM inh	KCNH2 3.1 block	Integrin act MD	CXXC DNA block	MBNL1 CUG block
CCOc1ccc(OCC)c(NC(=O)CN(C)S(=O)(=O)c2ccc3nc(C)sc3c2)c1	?	·	-1.6	8.0%	-0.9	-5.1%	-1.5	-3.8%	?	7.9%
CCOC(=O)CSc1nnc(NC(=O)c2cccc(S(=O)(=O)N3CCCC3)c2)s1	4.9	-2.2%	6.8	-2.1%	5.5	3.2%	-12.1	-12.9%	-0.9%	0.5%

This part in full, repeating the preview:
SMILES	TRPV1 ag	GALK inh	Coupling enz	A-T KAP1 phos	hERG WT inh	S-ASM inh	KCNH2 3.1 block	Integrin act MD	CXXC DNA block	MBNL1 CUG block
CCOc1ccc(OCC)c(NC(=O)CN(C)S(=O)(=O)c2ccc3nc(C)sc3c2)c1	?	·	-1.6	8.0%	-0.9	-5.1%	-1.5	-3.8%	?	7.9%
CCOC(=O)CSc1nnc(NC(=O)c2cccc(S(=O)(=O)N3CCCC3)c2)s1	4.9	-2.2%	6.8	-2.1%	5.5	3.2%	-12.1	-12.9%	-0.9%	0.5%
CCC(C)Sc1nc2c(c(=O)[nH]c(=O)n2C)n1CC(O)COc1cccc2ccccc12 (stereo not drawn)	12.2	-0.8%	-2.9	-14.0%	14.0	-5.2%	-2.9	-7.8%	-12.4%	4.5%
Cc1cccc(NC(=O)CN2C(=O)S/C(=C\c3cccn3-c3cccc(C(=O)O)c3)C2=O)c1	-2.0	5.6%	5.7	-2.7%	-0.8	-3.4%	13.1	0.7%	-19.7%	?
COc1cccc(COCC(O)Cn2cnc3cc(C)c(C)cc32)c1 (stereo not drawn)	23.0	-0.3%	-5.5	-0.4%	10.2	-0.4%	-2.9	-11.0%	12.4%	-6.0%
O=C(Nc1ccccc1)N(CCCN1CCOCC1)Cc1cccs1	·	1.9%	0.9	7.3%	24.0	0.5%	-0.7	19.3%	-2.9%	-2.4%
COc1ccc(-c2cccc(CCC(=O)N3CCN(c4cc(C)ccc4C)CC3)c2)cc1	·	·	·	2.7%	-26.6	-11.6%	-2.0	2.5%	·	·
COc1cc(C(=O)NCC(=O)N/N=C/c2cccc(OC(=O)c3ccco3)c2)cc(OC)c1OC	2.2	-4.5%	0.1	-0.3%	·	-3.0%	-13.9	7.6%	137.7%[activator]	10.9%
COC(=O)c1cccnc1NC(=S)NNC(=O)c1ccccc1	-10.8	4.4%	-2.5	·	1.3	0.3%	15.9	0.0%[7.66 µM]	5.0%	-12.0%
CCOc1ccc(NC(=O)[C@@H]2CCC(=O)N2C2OC(=O)c3ccccc32)cc1 (stereo partly drawn)	0.2	·	-3.0	0.4%	-1.0	0.6%	-1.9	10.5%	-2.4%	-5.4%
S=C1NCCOCCNC(=S)NCCOCCOCCN1	-0.5	0.7%	-2.9	-0.3%	9.5	3.6%	7.1	17.2%	-0.4%	0.5%
COc1ccc(-c2noc(-c3ccoc3C)n2)cc1OC	0.7	0.2%	-3.5	3.0%	4.1	-2.9%	0.6	10.7%	-10.8%	3.9%
COc1ccccc1C(=O)N(C)CC(=O)Nc1ccc(N2CCOCC2)cc1	5.4	·	·	-0.6%	-2.1	4.1%	0.4	26.9%	·	·
Cn1c(=O)c2cc(NC(=O)c3ccccc3Cl)c(=O)oc2n(C)c1=O	-2.4	4.5%	-1.1	-0.3%	8.9	49.0%	1.8	-18.5%	3.1%	0.9%
CC(/C=N/NC(=O)c1nnn(-c2nonc2N)c1C(C)C)=C\c1ccco1	?	7.9%	-1.5	-4.1%	-0.4	-0.6%	10.8	-5.3%	2.1%	7.8%
O=c1[nH]c2ccc(S(=O)(=O)Nc3ccc(Cl)cc3)cc2o1	1.4	0.1%	·	10.2%	5.5	-2.4%	?	?	18.9%	1.4%
CCOc1ccc(Nc2nc(N)nc(CSC(=S)N3CCOCC3)n2)cc1	?	6.6%	-0.7	-17.6%	-6.4	0.9%	-19.6	-22.9%	-20.2%	-11.2%
O=C(COc1ccc(Cl)cc1Cl)NC(=S)Nc1ccc(CN2CCOCC2)cc1	4.5	·	-2.0	6.9%	-4.6	-8.8%	-40.7	-13.0%	-10.3%	-3.1%
COc1ccc(Cl)cc1-n1c(C)ccc1C	1.9	·	-3.8	1.8%	-0.4	7.8%	-9.6	-35.1%	5.0%	13.5%[11.5 µM]
Cc1ccnc(N2CCCC(C(=O)Nc3cc(F)ccc3C)C2)n1 (stereo not drawn)	13.6	-1.3%	-1.2	2.9%	-9.2	0.3%	-2.9	-24.4%[7.66 µM]	1.6%	26.6%
CC(C)NC(=O)C1CCCN(S(=O)(=O)c2cccc3nonc23)C1 (stereo not drawn)	0.9	1.7%	0.7	4.5%	2.9	1.6%	3.8	-15.2%	4.3%	?
CCC(=O)Nc1nc2c(c(=O)[nH]1)CCCC2	-3.7	-3.3%	0.7	1.6%	-5.9	-2.8%	-13.2	24.6%	10.0%	-5.6%
COc1ccc(OC)c(NC(=O)CSc2nnc(CNC(=O)COc3ccc(Cl)cc3)o2)c1	-4.0	0.1%	-4.0	2.7%	-17.3	-2.1%	-11.2	17.1%	12.9%	-0.9%
Cc1nn(C(=O)c2cccs2)c(N)c1-c1ccccc1	3.8	-1.9%	1.0	7.8%	2.8	-3.1%	1.7	-11.3%	23.3%	6.1%
COc1ccccc1CN1C[C@@H]2C[C@@H](c3ccc4nsnc4c3)N3CCC[C@@]23C1=O	-4.5	3.0%	-0.7	-4.8%	i	1.1%	-2.5	-6.3%	-4.8%	?
Next part:
SMILES	TRPV1 ag	GALK inh	Coupling enz	A-T KAP1 phos	hERG WT inh	S-ASM inh	KCNH2 3.1 block	Integrin act MD	CXXC DNA block	MBNL1 CUG block
O=C(CSc1nnc(C2CC2)n1Cc1ccccc1)Nc1cccnc1Cl	-0.1	-6.1%	0.4	7.0%	2.9	8.2%	17.2	3.9%	1.2%	-1.3%
C[C@@]12C(=O)N(Cc3ccc(-c4ccccc4)cc3)CC(=O)N1[C@H](/C=C/c1ccccc1)[C@@H]1C(=O)N(c3ccccc3)C(=O)[C@@H]12	3.4	·	0.2	11.9%	1.4	-13.0%	20.1	16.0%	15.4%	-3.8%
COc1cc2c(=O)n(Cc3ccccc3)c(=O)n(CC(=O)NCC3CCCO3)c2cc1OC (stereo not drawn)	-2.1	-1.8%	3.3	-20.2%	-10.6	-3.2%	6.4	7.3%	1.9%	-0.2%
CC(C)(C)c1ccc(S(=O)(=O)N2CCN(C3CCCC3)CC2)cc1	1.7	-1.5%	2.7	2.2%	0.9	5.9%	3.7	-6.2%	22.1%	-5.8%
CCC1Nc2ccccc2-c2nnc(SC)nc2O1 (stereo not drawn)	2.9	1.0%	1.4	-1.5%	8.9	-1.5%	5.5	11.2%	1.3%	?
Cc1ccc(OCC(=O)N(C)CC(=O)N(CC(C)C)c2c(N)n(CC(C)C)c(=O)[nH]c2=O)c(C)c1	8.7	·	·	-3.1%	1.1	·	1.9	0.0%	·	·
O=[N+]([O-])c1ccc(Cl)c(S(=O)(=O)NC2=NCCC2)c1	-1.2	·	·	1.1%	3.9	-1.4%	2.6	-14.0%	·	·
CCC(C)N(C)C1CCN(C(=S)Nc2cccc(OC)c2)CC1 (stereo not drawn)	-0.2	-2.8%	-0.2	-1.5%	-0.2	0.0%	12.5	0.2%	-7.7%	6.9%
O=C(CCNC(=O)c1ccco1)Nc1ccc(C(F)(F)F)cc1	5.0	14.6%	0.7	-0.1%	6.7	17.6%	1.3	3.6%	6.6%	-6.4%
CCn1c(SCc2ccc(C)cc2)nnc1-c1nn(-c2ccccc2)ccc1=O	-0.9	-1.6%	-0.1	-1.2%	-5.7	-3.2%	-1.2	5.2%	-12.2%	-2.3%
Cc1nnc(SCC(=O)Nc2sccc2C(N)=O)n1Cc1ccccc1	-3.2	2.8%	5.0	3.6%	0.0	2.5%	6.7	2.7%	-5.8%	1.8%
COc1ccc(OC)c(NC(=O)COC(=O)Cn2nnc(-c3ccccc3)n2)c1	1.9	·	·	-7.0%	0.6	-5.4%	21.8	-2.9%	·	·
Fc1ccc(Nc2ccc3ccccc3n2)c(F)c1	-3.3	1.8%	-0.6	3.9%	-20.3	1.2%	-0.5	-1.2%	0.1%	-6.3%
Cc1cc([N+](=O)[O-])ccc1NC(=O)CN1CCN(Cc2ccccc2)CC1	2.4	-0.4%	0.6	-4.2%	-6.4	-1.6%	-81.3*	-10.4%	9.0%	?
O=C(Cc1n[nH]c(=O)[nH]c1=O)N/N=C/c1cccc(O)c1	1.9	-2.2%	0.5	-1.4%	-0.2	-2.8%	2.5	19.2%	0.2%	6.2%
CCOC(=O)c1c(C)[nH]c(C(=O)COC(=O)c2oc3ccccc3c2C)c1C	1.8	-0.6%	-0.7	-1.5%	1.9	2.3%	0.1	0.0%	22.2%	0.5%

This is a random part of the collection. About 2% of those tested had a hit in this group.
